# AI-2 QS modul: Vibrio harveyi AI-2 quorum sensing modulation. Vibrio harveyi JMH597 AI-2 luminescence/OD600 ratio, 9 h; stronger effect = lower value; strain lacks LuxN and CqsS sensors; 0 = neutral-control median. activity change, % at 7.5 µM. 300,000 tested, 0.4% active. AID 2094; in the data active means activity change below about -75%, passing the limit was not always enough; inconclusive means no clear call, values can overlap the other calls;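 further: luminescence divided by OD600 gain over 9 h not by final OD600 alone; inactives centre near 13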
# HIF activator: HIF pathway transcriptional activation; U2OS HRE-luciferase reporter, luminescence; normalized: DMSO 0%, desferrioxamine 100%; activation, % at 7.5 µM (by protocol); 300,000 tested, 0.32% active; AID 1910;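 active means mean activation of at least 10% of the iron chelator positive control signal, with at least half of replicates also reaching 10%; inconclusive means mean and replicate majority disagree about reaching 10%; inactive means mean and most replicates under 10%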
# SKKanGAS inh: SKKanGAS growth inhibition; AID 1662; 300,000 tested, 1.3% active; inhibition, % at 7.5 µM; S. pyogenes SKKanGAS, kanamycin growth, BacTiter-Glo, 6 h;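 active means mean replicate score, as percent of positive control median, at least 50; inconclusive means mean below 50 but one replicate at or above 50; inactive means mean and every replicate below 50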;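 further: strain carries kanamycin resistance gene driven by streptokinase promoter and grows in 40 µg/ml kanamycin; loss of luminescence reflects streptokinase promoter inhibition or plain growth inhibition; 0% = median of DMSO wells and 100% = positive control at its reference dose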
# HSF1 inhib: HSF1 inhibition. NIH3T3-HGL HSE-luciferase, MG132-induced, luminescence 8 h; stronger effect = lower value. activity change, negative = inhibition, % at 7.5 µM (by protocol). 300,000 tested, 0.77% active;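 active means more than half of replicate wells show activity change below -50%, luminescence cut by over half; inconclusive means some wells, but at most half, below -50%; inactive means no replicate well below -50%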;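 further: luciferase reports HSF-1 transcriptional activity via heat shock element; 0% = median of DMSO wells and -100% = zero luminescence signal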
# aSyn UTR inh: 5' untranslated region of α-synuclein, MLPCN primary screen | alpha-synuclein 5'UTR reporter, inhibitor activity | AID 1813 | inhibition, % (tested at 7.5 µM) | 300,000 tested, 0.82% active; in the data active means inhibition above about 60%; inconclusive means no clear call, values can overlap the other calls;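 further: H4 neuroglioblastoma cells stably carrying SNCA 5'UTR luciferase fusion; 0% = DMSO wells and 100% = positive control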
# KLF5 inh: suppresses KLF5 promoter-driven expression. DLD-1 KLF5 promoter-luciferase reporter, luminescence. inhibition, % at 5 µM. 290,000 tested, 0.23% active. AID 1700;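 active means inhibition above a per-plate limit of that plate's mean compound inhibition plus 3 SD, cut at about 60% in these data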;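 further: 0% = DMSO wells and 100% = LY294002 at 200 µM; higher means less KLF5 promoter-driven luciferase light; inactives centre near -14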
# HSF-1 act: increases HSF-1 driven luciferase reporter signal; 300,000 tested, 1.7% active; NIH3T3-HGL HSF-1 luciferase reporter, MG132, 8 h; 100% = twice DMSO control signal; activation, % at 9 µM;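 active means mean replicate activation of at least 50% with a set share of replicates each reaching 50%; inconclusive means only one of those two conditions met; inactive means mean below 50% and too few replicates reaching it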;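 further: 0% = median of the neutral control wells and 100% = twice that signal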
# HSP90 refold inh: blocks HSP90-mediated luciferase refolding in reticulocyte lysate; Rabbit reticulocyte lysate, luciferase refolding luminescence, 3 h; inhibition, % at 5.6 µM; 290,000 tested, 0.91% active;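 active means inhibition above the screen-wide mean plus 3 SD, computed separately per campaign, cut at about 16% in these data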;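 further: 0% = DMSO wells and 100% = 60 µM geldanamycin wells; inhibitors lower the luminescence because luciferase stays unfolded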
# IEC-6 tox: IEC-6 cytotoxicity, counter-screen for KLF5 inhibitors. luminescence viability. inhibition, % at 5 µM. 290,000 tested, 0.78% active. AID 1825; in the data active means inhibition above about 22%;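 further: 0% = plate median of test compound wells and 100% = cytotoxic reference compound wells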
# Platelet DG rel: platelet dense granule release activity. human platelet-rich plasma, SFLLRN dense granule ATP release, luminescence. inhibition, %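 (compounds screened at 7.5 µM in platelet-rich plasma)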. 300,000 tested, 0.22% active;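 active means mean replicate score, as percent of positive control, at or above 50; inconclusive means mean below 50 but at least one replicate at or above 50; inactive means mean and every replicate below 50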
# Starred values were filed as active, the others as inactive; ? = inconclusive; . = not tested or not shown. Hits appear at their usual frequency; about 6% have a hit in one of these screens.
SMILES,AI-2 QS modul,HIF activator,SKKanGAS inh,HSF1 inhib,aSyn UTR inh,KLF5 inh,HSF-1 act,HSP90 refold inh,IEC-6 tox,Platelet DG rel
Cc1ccc(C)c(NC(=O)Cn2c(=O)n(-c3ccc(CC(=O)NCC4CCCO4)cc3)c(=O)c3ccccc32)c1 (centres undefined),5,-0.2,8,4,15,-8,-6,0,3,15
CC(C)COP(=O)(c1ccc(N(C)C)cc1)C(Nc1ccccc1)c1cccnc1 (centres undefined),2,0.4,-6,3,-13,9,3,1,-5,-1
COCc1cc(=O)n2[nH]cc(-c3ccsc3)c2n1,41,-0.7,-2,-5,0,-12,22,5,4,-10
CN(C)/C=C1/C(=O)N(c2ccc([N+](=O)[O-])cc2)N=C1c1ccccc1,15,2.1,6,35,-115,-56,56*,-6,3,4
O=C1OCCC1Sc1nnc(-c2cccc(Br)c2)o1 (centres undefined),13,-0.4,-1,1,-5,0,-19,1,-2,7
Cc1ccc(C(=O)/C=C/c2c(C)nn(-c3ccccc3)c2Cl)cc1,15,1.9,27,29,-43,-38,42,10,7,0
CCc1ccc(CNc2ccc3c(c2)ncn3C(C)(C)C)cc1,-6,1.7,57*,-7,-156,-180,-15,0,2,7
O=[N+]([O-])c1cccc(-c2cn(-c3ccccc3)c(=S)[nH]2)c1,9,2.3,-2,33,-179,-33,74*,1,-1,4
COC(=O)c1ccc(/C=N/N2CCN(Cc3ccccc3Cl)CC2)cc1,17,0.1,-6,0,-40,2,-4,1,-3,-3
CCCNC(=O)c1ccc2c(=O)c(O)c(-c3ccc(OC)cc3)[nH]c2c1,-5,0.8,8,-5,88*,.,-16,.,.,-5
COc1cccc(NC(=S)NNC(=O)Cn2nc(C(F)F)cc2C(F)F)c1,4,0.3,-6,1,-9,2,12,3,-2,-5
c1ccc(-c2cn(C[C@H]3CC[C@@H]([C@@H]4CC[C@H](Cn5cc(-c6ccccn6)nn5)O4)O3)nn2)nc1,22,-0.2,-1,9,0,-30,9,-2,3,-12
Cc1cc(C)c2c(c1)/C(=C/C(=O)c1ccc(Br)s1)C(=O)N2,14,0.1,1,2,-55,-33,30,0,-2,9
COc1ccc(/C=C2/C(=O)N(c3ccccc3)N=C2C)c(OC)c1,17,-2.1,1,0,-7,-23,17,-3,-7,0
CCOc1ccc(C2C(C#N)=C(N)SC(N)=C2C#N)cc1OCC,32,-0.2,24,-1,-2,.,3,.,.,0
COc1cccc(CN(Cc2ccccc2F)S(=O)(=O)c2ccc(S(=O)(=O)NCc3ccccc3)cc2)c1,9,-0.7,-1,2,39,7,14,-4,-8,5
O=C(CSc1ncccn1)NCCC1=CCCCC1,27,2.6,-16,8,-9,.,12,.,.,4
NS(=O)(=O)c1ccc(CCNC(=O)C2CCN(S(=O)(=O)c3cccc4cccnc34)CC2)cc1,21,0.8,0,-2,16,-17,-12,2,0,-12
COc1ccc(-c2sc3ccccc3c2C#CC2(O)CCCCC2)cc1,15,0.2,101*,15,23,-9,14,2,10,1
O=C(NCCc1ccccc1)c1ccc(CS(=O)(=O)Cc2ccccc2F)o1,20,0.0,-2,6,-11,22,2,8,-4,3
COc1cc(CN2C(=O)C(NC(=O)c3ccco3)(C(F)(F)F)C3=C2CC(C)(C)CC3=O)cc(OC)c1 (centres undefined),12,-0.6,-1,1,26,-15,-8,6,-1,4
COc1ccc(CN2CCN(C(=O)c3ccco3)CC2)c(OC)c1OC,13,0.4,11,-2,-3,.,-10,.,.,1
CCSc1nnc(NC(=O)CCc2ccccc2)s1,30,0.3,-3,2,3,-23,5,1,-2,1
COc1ccc(/C=N/N2CCN(c3ccccc3)CC2)cc1Br,10,-0.5,-3,1,-16,-11,13,-4,2,4
O=C(c1cccc(Cl)c1)N1CCC(N2CCC(C(=O)N3CCOCC3)CC2)CC1,-3,0.2,-1,3,8,-11,1,-2,0,-4
O=C(Nc1ccccc1)NN1CC(=O)N(c2ccc(Cl)cc2)CC1=O,6,-0.7,-9,-7,5,-8,-1,-6,2,-21
O=C(CCC1CCCCC1)NCCS(=O)(=O)N1CCN(c2ccccc2F)CC1,11,-25,18,-2,6,.,6,.,.,-4
COc1ccc(C(=O)N/N=C/c2sc3ccccc3c2O)cc1,-92*,0.3,33,-3,84*,-13,10,15,27*,-16
Cc1ccc(NC(=O)CCN2CC(C)OC(C)C2)cc1C (centres undefined),12,-22,1,-3,5,-10,-10,-4,-11,1
CN(C(=O)COC(=O)/C=C/c1ccc(Cl)c(Cl)c1)c1c(N)n(Cc2ccccc2)c(=O)[nH]c1=O,25,-0.1,34,2,9,.,1,.,.,3
Cc1cc(C)c(OCCCCN2CCC(C)CC2)c(Br)c1,-9,-0.8,1,-13,-8,-24,-14,1,-2,2
COc1ccc(OC)c(/C=N/NC(=O)Cc2nc3ccccc3[nH]2)c1,4,-0.6,11,-1,-23,15,40,8,1,-10
O=c1c([N+](=O)[O-])c(O)c2cccc3c2n1CCC3,34,-1.2,0,-3,7,-26,28,1,-13,-4
COc1ccc(Cn2c(-c3ccco3)nc3oc4ccccc4c(=O)c3c2=O)cc1,1,0.9,?,-4,-22,4,12,0,0,1
CCCCOC(=O)Nc1nnc(-c2ccccc2OC)s1,-3,0.1,-5,2,-1,-2,-3,2,3,-1
COCCCC1CCN(C(=O)C2CCC(=O)N(Cc3cccc(F)c3)C2)CC1 (centres undefined),19,0.1,-2,2,15,-9,-5,-7,-8,3
COc1cc(NC(=O)C2CCCC2)c(OC)cc1Cl,21,1.1,2,-3,6,10,-5,0,10,0
N#Cc1ccc(NC(=O)Cn2cnc(S(=O)(=O)N3CCCC3)c2)cc1,28,-0.2,1,5,6,-5,-1,-2,2,-1
CN(C)c1ccc(C(=S)N2CCN(c3ccc([N+](=O)[O-])cc3)CC2)cc1,18,0.0,10,-5,30,11,-8,1,-2,10
COc1ccc(N2CCN(CCN3C(=O)c4ccccc4C3=O)CC2)cc1,1,0.0,8,-6,-9,15,-15,-1,6,9
CC1(C)Cc2cccc(Oc3ccc(S(=O)(=O)N4CCCCC4)cn3)c2O1,1,-0.1,4,-11,-6,-12,-19,-1,-8,1
COCCOC(=O)C1=C(C)NC2(O)c3ccccc3C(=O)C12O (centres undefined),30,-0.8,-5,6,-8,-12,5,2,-8,0
Cn1c(=O)c2c(ncn2CC(O)CNc2ccc(Cl)cc2)n(C)c1=O (centres undefined),-2,-0.5,4,-3,0,-8,9,0,4,4
CCCc1cc(=O)[nH]c(SCC(=O)Nc2oc(C)c3c(C)n[nH]c(=O)c23)n1,22,-13,1,-4,-12,.,6,.,.,-7
Cc1cccc(OCCCC(=O)Nc2ccc(S(N)(=O)=O)cc2)c1,6,0.3,.,-3,-2,-6,12,2,2,0
CCOc1ccc(-c2c(=O)n(OCc3ccc([N+](=O)[O-])cc3)c3ccccc3[n+]2[O-])c(OCC)c1,35,-0.2,3,6,20,.,17,.,.,6
CCCS(=O)(=O)N1CCN(S(=O)(=O)c2ccc(F)cc2)CC1,2,-0.3,-2,-17,10,-9,-38,0,-2,3
CCN(C(=O)c1cn(C)c(=O)c2cc(OC)c(OC)cc12)c1cc(OC)ccc1OC,22,-1.8,-3,-2,6,-7,7,1,-3,-1
CCC(C)(C)n1nnnc1CN(Cc1cc2cc(OC)ccc2[nH]c1=O)C1CCCC1,-2,-0.3,-13,-1,-17,13,5,0,3,6
Cc1ccc(C(=O)CSc2nc(C(C)C)nc3ccccc23)cc1,4,-0.4,4,19,-2,-13,25,2,7,19
# (cont.)
SMILES,AI-2 QS modul,HIF activator,SKKanGAS inh,HSF1 inhib,aSyn UTR inh,KLF5 inh,HSF-1 act,HSP90 refold inh,IEC-6 tox,Platelet DG rel
CC1(C)CC(=O)C(C=NCCc2ccccn2)=C(O)C1,13,-0.4,4,3,12,-33,3,-3,2,2
Cc1sc2ncnc(N3CCC(C(=O)NNC(=O)COc4ccccc4F)CC3)c2c1C,.,0.6,3,-3,5,.,1,.,.,-3
CCOC(=O)C[C@H]1c2ccc(C(F)(F)F)cc2S(=O)(=O)N1C1CCCC1,18,-0.2,-1,-2,-22,.,-4,.,.,-1
Cc1cc(-c2n[nH]c(=S)n2/N=C/C(Cl)=C/c2ccccc2)n[nH]1,61,5.8,22,13,-164,-31,50,3,-1,-1
COC(=O)[C@H](Cc1ccccc1)NC(=O)NCc1ccccc1OC,.,0.2,-7,4,5,-4,8,5,-1,19
COCCNC(=O)/C(C#N)=C/c1cc(C(C)C)c(OC)cc1C,40,0.2,-1,7,11,-13,11,0,2,2
Cc1ccc(OCCOCCN(C)C)c(Cl)c1,17,1.0,-4,-5,7,-6,-12,0,-4,4
CCOc1cc(CNCCCN2CCOCC2)cc(Cl)c1OCC(=O)NC(C)(C)C,4,-0.6,0,2,0,-3,3,1,6,6
CCCCc1nnc(NC(=O)C2=COCCO2)s1,25,2.3,8,8,-64,-141,35,5,-4,-10
Cc1cc(C)n(S(=O)(=O)c2ccc3ccccc3c2)n1,19,0.1,10,3,31,-34,9,0,1,-5
CSc1nsc(NC(=O)Nc2ccccc2)n1,37,3.8,-1,4,-123,.,3,.,.,1
Cn1c(N)c(C(=O)NCc2ccccc2)sc1=S,31,0.2,12,1,-16,-31,7,0,3,-1
COc1ccc(-c2nn(-c3ccccc3)cc2CO)cc1,5,1.9,-6,10,-86,-19,24,5,4,-6
S=C(N/N=C/c1ccco1)NC1CC2CCC1C2 (centres undefined),9,2.0,4,30,-90,-91,58*,3,-3,0
O=[N+]([O-])c1cccc(N2Cc3ccccc3C2)c1,32,-29,0,10,-113,-8,41,1,9,4
O=C(CSc1nnc(Cc2ccccc2)o1)N1CCOCC1,5,-3.4,0,2,13,-35,0,-3,-2,0
COC(=O)C1=C(C)NC(C)=C(C(=O)OC)C1c1ccc(-c2cc(Cl)ccc2Cl)o1,27,-0.4,?,13,-29,3,15,1,6,-7
COc1cc(C(=O)NC(C)C2CC3CCC2C3)cc(OC)c1OC (centres undefined),6,1.5,8,-3,12,-11,23,3,-2,-7
Cc1ccc(S(=O)(=O)c2nc(NCCN(C)C)sc2Cl)cc1,32,-0.3,-1,1,27,17,-7,2,4,1
Cc1ccc2[nH]c(=O)c(CN(CCO)C(=O)N(C)C)cc2c1,17,-0.3,-4,-4,4,-6,-12,1,-3,-3
CCOc1ccc(C(=O)C[n+]2ccccc2C)cc1,13,-0.3,-4,3,37,-16,1,2,1,4
CC(C)(O[C@@H]1O[C@H](CO)[C@@H](O)[C@H](O)[C@H]1O)[C@H]1Cc2cc3ccc(=O)oc3cc2O1,10,-0.4,1,-4,6,-29,-13,7,0,6
O=C(Cc1c(F)cccc1Cl)Nc1ccc(S(=O)(=O)N2CCCC2)cc1,?,-0.7,-3,3,-1,5,17,-4,-1,-1
N#CCCn1cc(C(=O)Nc2ccccc2Br)c(-c2cccs2)n1,22,-0.3,-3,0,9,2,2,2,0,0

# Compound activity as filed in PubChem BioAssay.
